Screening results as filed in PubChem.
Lipid storage S3 – qHTS Assay for Lipid Storage Modulators in Drosophila S3 Cells | Potency in µM for hits, for the others lipid storage change, negative = inhibition, % at the top dose, mostly 46.1 µM | 320,000 tested, 0.64% active | Drosophila S3 cells, BODIPY lipid droplet fluorescence, 18-24 h; cells fed with added oleic acid | AID 2685, 2010; active = well fitted inhibition curve with a large enough effect in the signal ratio, with a control signal flat, not every such curve was filed as active; inconclusive = small, poorly fitted or top-dose-only effect, or effect the other way, or a change in a side signal; the % refers to the signal ratio
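Laser-scanning cytometry quantifies lipid droplet accumulation (500–530 nm total intensity; droplet/cell object ratio) in oleic acid-fed (400 uM added) Drosophila S3 cells treated with a concentration series. 20 uM Triacsin C defined 100% inhibition.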
Lipid storage S3 cell count max – further read-out of Lipid storage S3, marked with its call; cell number change, %; measured here: cell count max response;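 cells counted by Cell Tracker Red CMTPX staining in the red channel; peak over a dose series mostly up to 46.1 µM; percent activity relative to internal control wells on each plate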
An asterisk follows results filed as active; i = inactive; ? = inconclusive; nt = not tested or not shown. % is set by controls: 0 for no effect and ±100 for the full control effect; potency is the fitted concentration of half-maximal effect. Some of the compounds tested; rates above refer to the full screens.

The line under a structure holds: Lipid storage S3	Lipid storage S3 cell count max
> O=C(NCc1ccccc1)C1CCCN(S(=O)(=O)c2cccs2)C1 (stereo not given)
→ ?	nt
> COCCn1nnnc1C(c1cccs1)N1CCN(c2cc(C)ccc2C)CC1 (stereo not given)
→ ?	nt
> Cc1ccc(C)c(OCCCC(=O)Nc2nccs2)c1
→ ?	nt
> COc1ccccc1C/C(N)=N/OC(=O)c1ccc2c(c1)OCO2
→ ?	nt
> CCOC(=O)N1CCN(C(=O)CS(=O)Cc2nc(-c3ccc(C)cc3)oc2C)CC1 (stereo not given)
→ ?	nt
> CC(C)CN(CC(C)C)S(=O)(=O)N1CCC(C(=O)NC2CCCCCCC2)CC1
→ ?	nt
> O=S(=O)(c1ccc(Oc2ccc(-c3nnco3)cc2)nc1)N1CCC(Cc2ccccc2)CC1
→ i	nt
> CCCCCNCc1cccn1C
→ ?	nt
> CCc1ccc(C2CC(=O)Nc3c2c(=O)nc2c(C)cccn32)cc1 (stereo not given)
→ ?	nt
> O=C(CSc1nc2ccccc2s1)NC1CCCC1
→ ?	nt
> CCCCOc1ccc(C(C)NC(=O)CCS(=O)(=O)Cc2ccccc2F)cc1 (stereo not given)
→ -5%	-1
> CCc1c(C)sc(NC(=S)NC(C)C2CCCO2)c1C(=O)OC (stereo not given)
→ -2%	8
> Cc1ccc(NC(=O)Nc2cccnc2)cc1NC(=O)Nc1cccnc1
→ ?	nt
> COc1ccc(N=Cc2c(O)n(-c3cccc(C)n3)c(=O)c3ccccc23)cc1
→ 1%	-11
> COCCNC(=O)Cn1c(=O)n(CCCCCC(=O)Nc2ccccc2)c(=O)c2sccc21
→ -9%	-4
> CC/C(=C\c1oc2cc3ccccc3cc2[n+]1CC)Nc1ccccc1
→ ?	nt
> COc1cc(C(C)=O)ccc1COc1ccc(C(=O)OC(C)C(=O)NC(N)=O)cc1OC (stereo not given)
→ 6%	8
> Cc1nnc(SCC(=O)Nc2ccc3c(c2)OCCO3)s1
→ 4%	3
> CCOC(=O)/C(=C/c1cn(C)c2ccccc12)NC(=O)c1ccccc1
→ ?	nt
> Cc1ccc2cc(CCNC(=O)c3ccco3)c(=O)[nH]c2c1
→ 8%	5
> Cc1nn(-c2ccccc2)c(N)c1N=Nc1ccc(Cl)cc1
→ ?	nt
> COc1ccc([C@H]2CC(=O)C=C(c3cc(Cl)ccc3C)C2)cc1
→ ?	nt
> CCCN1CCN(c2nc3c([nH]2)c(=N)ncn3CC(O)CO)CC1 (stereo not given)
→ ?	nt
> C#CCSc1nc(N)c2c(n1)OC(N)=C(C#N)C2c1cccnc1 (stereo not given)
→ ?	nt
> CCCn1c(=N)c(S(=O)(=O)c2ccccc2)cc2c(=O)n3ccccc3nc21
→ ?	nt
> COC(=O)CC1(C(=O)OC)Oc2ccc(Br)cc2C(=O)N1c1cccc(Cl)c1Cl (stereo not given)
→ -16%	-1
> CCOCCCNS(=O)(=O)c1ccc(NC(=O)C2CC(=O)N(c3ccc(C)cc3)C2)cc1 (stereo not given)
→ ?	nt
> Clc1cccc(Cl)c1COc1ccccc1CNn1cnnc1
→ 4%	16
> Cc1cccc(Cc2ncc(C(F)(F)F)cc2Cl)c1
→ -8%	4
> CCOC(=O)c1cnn(-c2ccc(F)cc2)c1N
→ ?	nt
> CCOC(=O)c1c(CN2CCCCC2)n(C)c2ccc(OC)c(S(=O)(=O)c3ccccc3)c12
→ ?	nt
> COc1ccc(C2CC(=O)c3sc(N)nc3C2)cc1 (stereo not given)
→ 15%	-3
> COC(=O)c1c(NC(=O)COC(=O)CCNS(=O)(=O)c2ccc(NC(C)=O)cc2)sc(C)c1C
→ ?	nt
> O=C(NCc1ccco1)C1Cc2ccccc2CN1C(=O)c1ccco1 (stereo not given)
→ ?	nt
> COc1ccc([C@H]2CC(=O)C=C(c3cc(F)ccc3OC)C2)cc1
→ ?	nt
> CC(C)(C)OC(=O)N1Cc2[nH]c3ccccc3c2C[C@@H]1C(=O)O
→ ?	nt
> CCc1ccc2[nH]c(=O)c(CN(CCN(C)C)C(=S)NCc3ccco3)cc2c1
→ -4%	-1
> O=C(CN(c1ccccc1)S(=O)(=O)c1ccccc1)N/N=C/c1ccco1
→ 11%	7
> NC(N)=N/N=C/c1ccc(OS(=O)(=O)c2ccccc2)cc1
→ ?	nt
> O=C(O)CCCN1C(=O)c2ccc(C(=O)c3cccc([N+](=O)[O-])c3)cc2C1=O
→ ?	nt
> O=c1cc(-c2ccc([N+](=O)[O-])cc2)nc2cc(-c3ccc(F)cc3)[nH]n12
→ ?	nt
> Cn1nc(C(=O)N2CCc3ccccc3C2)c2ccccc2c1=O
→ i	nt
> CCOc1ccccc1N(C(=O)c1ccccc1Cl)C1=NC(C)(C)CS1
→ ?	nt
> CC(=O)c1ccc(OC(=O)CN2C(=O)c3ccccc3C2=O)cc1
→ ?	nt
> Cc1oc(-c2cccc(Cl)c2)nc1CS(=O)(=O)CC(=O)NC1CCCC1
→ ?	nt
> O=C(c1ccc2c(c1)OCO2)N1CCCN(C(=O)c2ccc3c(c2)OCO3)CC1
→ i	nt
> CCOC(=O)CSc1nc2c(sc(=S)n2-c2ccccc2OC)c(=O)n1Cc1ccco1
→ ?	nt
> O=C(NCC1CCCO1)c1ccc(N2C(=O)C3CCCCC3C2=O)cc1 (stereo not given)
→ i	-24
> Cc1ccc(CN2CCSc3ccc(C(=O)NCCCN4CCN(C)CC4)cc32)cc1
→ ?	nt
> O=C(NCc1ccncc1)C1CCN(C(=O)c2cccc(Cl)c2)CC1
→ i	0
> CCOC(=O)C1CCN(Cc2ccc(OCc3ccccc3)cc2)CC1
→ ?	nt
> COCc1ccc(C(=O)N2CCCC(Nc3ccc4c(c3)OCCO4)C2)o1 (stereo not given)
→ -7%	-20
> O=C(NCc1cccs1)C1CCCN1S(=O)(=O)c1ccccc1F (stereo not given)
→ ?	nt
> Cc1cc(C)cc(C(=O)OCC(=O)NCc2cccs2)c1
→ 18%	12
> Cc1c(C(=O)Nc2cccc([N+](=O)[O-])c2)sc2ncn(CC(=O)N3CCOCC3)c(=O)c12
→ ?	nt
> CN1CCN(C(=S)NC(=O)c2ccc(Cl)cc2)CC1
→ ?	nt
> COCC(C)n1c(SC(C)C(=O)NC2CCCCC2C)nc2ccccc2c1=O (stereo not given)
→ ?	nt
> Cc1ccc2c(CC(=O)N(CC3CCCO3)c3c(N)n(Cc4ccccc4)c(=O)[nH]c3=O)coc2c1 (stereo not given)
→ i	-5
> O=[N+]([O-])/C=C/c1cn(Cc2ccc(F)cc2)c2ccccc12
→ 21µM*	-18*
> O=C(O)C1=C(C(=O)Nc2cc(C(F)(F)F)ccc2Cl)CCCC1
→ -16%	10

Ordered by formula weight (falling): some entries from above
The line under a structure holds: Lipid storage S3	Lipid storage S3 cell count max
> CCCn1c(=N)c(S(=O)(=O)c2ccccc2)cc2c(=O)n3ccccc3nc21
→ ?	nt
> CCOC(=O)/C(=C/c1cn(C)c2ccccc12)NC(=O)c1ccccc1
→ ?	nt
> CCCN1CCN(c2nc3c([nH]2)c(=N)ncn3CC(O)CO)CC1 (stereo not given)
→ ?	nt
> Cc1ccc2cc(CCNC(=O)c3ccco3)c(=O)[nH]c2c1
→ 8%	5

Next part.
Structure	Lipid storage S3	Lipid storage S3 cell count max
C=CCNC(=O)c1n[nH]c2c1CC(C(C)(C)CC)CC2 (stereo not given)	?	nt
COCC(=O)OCC(=O)N1N=C(c2ccc(Cl)cc2)CC1c1ccco1 (stereo not given)	?	nt
COc1ccc(CNC(=O)C2CCN(S(=O)(=O)N3CCCC3)CC2)cc1	3%	nt
COc1ccc(-n2nc(C(=O)NCC(=O)Nc3cccc(Cl)c3)c3ccccc3c2=O)cc1OC	?	nt
CCN1CCc2c(OCC(=O)N3CCc4ccccc43)cccc2C1=O	?	nt
Cc1cccc(C)c1NC(=O)N1CCC(n2c(=O)[nH]c3ccccc32)CC1	?	nt
Cn1cc([N+](=O)[O-])c(C(=O)NCC(=O)O)n1	?	nt
Cc1ccccc1NC(NC(=O)OCCn1c([N+](=O)[O-])cnc1C)C(Cl)(Cl)Cl (stereo not given)	-7%	-13
COc1cc(OC)c(OC)cc1/C=N/NC(=O)CCc1c(C)n[nH]c1C	1%	10
Cc1ccc(S(=O)(=O)N2c3ccccc3OCC2C(C)(C)C)cc1 (stereo not given)	-16%	-6
CCCOc1ccc(C(=O)NC2CCSc3ccccc32)cc1 (stereo not given)	?	nt
CC(C)CCNC(=O)C12CN(Cc3ccccc3)CC1C(c1ccc([N+](=O)[O-])cc1)=NO2 (stereo not given)	i	nt
CC(=O)Nc1ccc(NC(=O)C(C)Oc2ccccc2C(=O)NCc2ccccc2)cc1 (stereo not given)	?	nt
CNc1nnc(-c2cccc(N(C)C)c2)s1	?	nt
O=C(CCC1CCCC1)NCCS(=O)(=O)N1CCN(c2ccc(F)cc2)CC1	18%	nt
O=C(C1=C[C@H](C2CCCCC2)C[C@H](OCc2ccc(CO)cc2)O1)N1CCOCC1	3%	7
CCN(C(=O)c1ccc2c(SCC(=O)O)c3c(nc2c1)CCC3)c1cc(Cl)ccc1OC	?	nt
FC(F)(F)c1ccc(Cl)c(NC(=S)N/N=C/c2ccccc2Cl)c1	15%	-3
CC(C)n1cnc2c(Nc3ccc(F)c(Cl)c3)nc(NCCO)nc21	?	nt
CCCSc1nc2c(c(=O)n(C)c(=O)n2C)n1C	3%	14

Compound profiles, as listed above. Order of values: Lipid storage S3 | Lipid storage S3 cell count max
CC(C)n1cnc2c(Nc3ccc(F)c(Cl)c3)nc(NCCO)nc21 across the screens: ? | nt
CCN(C(=O)c1ccc2c(SCC(=O)O)c3c(nc2c1)CCC3)c1cc(Cl)ccc1OC across the screens: ? | nt

The results go on.
Structure	Lipid storage S3	Lipid storage S3 cell count max
C=CCOc1ccc(C2CC(C)=NN2c2ccccc2)cc1 (stereo not given)	26%	12
CC(=O)NCCn1c(SCC(=O)NC2CCCCC2)nc2ccccc2c1=O	-7%	7
CCOC(=O)c1sc(SC)c(C(C)=O)c1C	i	nt
Cc1nc(NC(C)c2ccccc2)sc1C(=O)Nc1ccccc1 (stereo not given)	?	nt
COc1cc(C(=O)NC(=S)Nc2ccc(Cc3ccncc3)cc2)cc(OC)c1OC	3%	-2
C=CCOC(=O)C1=C[C@H](c2ccc(C(F)(F)F)cc2)[C@@H](CCCO)[C@H](OCC)O1	?	nt
COc1cccc(CNC(=O)CCCc2nnc3n(C)c(=O)c4sccc4n23)c1	?	nt
Cc1cn2c(N)c(C=C3C=C(Cl)C(=O)C(Cl)=C3)c(=O)nc2s1	?	nt
CC(=O)c1cccc(NC(=O)C(CC(C)C)NC(=O)C2CCCCC2)c1 (stereo not given)	-19%	1
COc1ccccc1C1/C(=C(/O)c2ccc(C)cc2)C(=O)C(=O)N1CCN1CCOCC1 (stereo not given)	10%	-11
CC1Cc2ccccc2N1C(=S)NC(=O)c1ccco1 (stereo not given)	?	nt
O=C(Cn1nnc2ccccc2c1=O)NCc1ccco1	?	nt
CCN(Cc1ccncc1)C(=O)c1cc(COc2ccc(OC)cc2Cl)on1	?	nt
COc1ccc(C(=O)N2CCc3cc(OC)c(OC)cc3C2c2ccc(OC)c(OC)c2)cc1OC (stereo not given)	3%	25
O=C(Cn1cncn1)NCc1cccc(OC(F)F)c1	?	nt
CCN(CC)CCN(C(=O)C1=COCCO1)c1nc2ccc(C)cc2s1	i	-10
CCCCOc1ccc(C(=O)NCC(=O)NCCOc2ccccc2OC)cc1	8%	9
CC1=C(C(=O)OC(C)C)C(c2cccs2)n2ncnc2N1 (stereo not given)	?	nt
CCOC(=O)C(NC(=O)c1ccc(Cl)cc1Cl)(Nc1ccc(C)cc1)C(F)(F)F (stereo not given)	?	nt
O=C(CCCc1ccccc1)N=C1SC2CS(=O)(=O)CC2N1c1ccccc1 (stereo not given)	?	nt
Cc1cc(-c2ccccc2)nc2oc(C(=O)NN)c(N)c12	4%	-1
O=C(CSc1nc2ccc(Cl)cc2[nH]1)NCCc1ccc(Cl)cc1	?	nt
CSCC(C)N1CCC(n2nccc2NC(=O)CCCc2ccccc2)CC1 (stereo not given)	?	nt
COc1ccc(-n2c(SCC(=O)Nc3ccc4c(c3)OCO4)nc3c(c2=O)SCC3)cc1	?	nt
CC1(C)CC(c2nc(-c3ccc(Cl)cc3)cs2)CCS1 (stereo not given)	?	nt
Cc1ccnc(NC(=O)CCC(=O)N(CC(=O)NCc2ccc(F)cc2)Cc2ccco2)c1	?	nt
COc1ccccc1NC(=O)NCCc1ccccc1	i	-8
Cc1c(C(=O)N2CCC(C)CC2)oc2ccc3c(c12)C(O)CC1(CCCCC1)O3 (stereo not given)	?	nt
CCOC(=O)c1c(SCC(=O)Nc2nc(C)cs2)nc(=O)[nH]c1C	13µM*	12*
COc1cccc(CNC(C)C(=O)Nc2ccc3c(c2)OCCO3)c1 (stereo not given)	7%	18
COc1ccc(-c2nn(-c3ccccc3)cc2C(=O)NCC2CCCO2)cc1 (stereo not given)	?	nt
COc1cccc2cc(-c3nnc(-c4ccccc4)o3)c(=O)oc12	18%	-1
CC1CCN(S(=O)(=O)c2cccc(-c3nnc(-c4cccnc4)o3)c2)CC1	i	-5

A portion from further up, for reference:
Structure	Lipid storage S3	Lipid storage S3 cell count max
CCOC(=O)c1c(SCC(=O)Nc2nc(C)cs2)nc(=O)[nH]c1C	13µM*	12*
COc1cccc(CNC(C)C(=O)Nc2ccc3c(c2)OCCO3)c1 (stereo not given)	7%	18
COc1ccc(-c2nn(-c3ccccc3)cc2C(=O)NCC2CCCO2)cc1 (stereo not given)	?	nt
COc1cccc2cc(-c3nnc(-c4ccccc4)o3)c(=O)oc12	18%	-1
CC1CCN(S(=O)(=O)c2cccc(-c3nnc(-c4cccnc4)o3)c2)CC1	i	-5
